From PubChem BioAssay
IDE inh – cellular human IDE inhibition. P14735. HEK cells, FAbetaB cleavage, fluorescence polarization. inhibition, % at 5.59 µM. 320,000 tested, 0.41% active. AID 434962;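 active = percent inhibition above the average of all tested compounds plus 3 SD, set per screening campaign, cut at about 16% in these data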;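 note: IDE supplied by intact live HEK cells; FP after avidin binding of uncleaved biotin substrate so inhibition keeps polarization high; 0% = DMSO wells and 100% = 60 µM reference IDE inhibitor Ii1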
Target sequence (P14735 whole entry, looked up): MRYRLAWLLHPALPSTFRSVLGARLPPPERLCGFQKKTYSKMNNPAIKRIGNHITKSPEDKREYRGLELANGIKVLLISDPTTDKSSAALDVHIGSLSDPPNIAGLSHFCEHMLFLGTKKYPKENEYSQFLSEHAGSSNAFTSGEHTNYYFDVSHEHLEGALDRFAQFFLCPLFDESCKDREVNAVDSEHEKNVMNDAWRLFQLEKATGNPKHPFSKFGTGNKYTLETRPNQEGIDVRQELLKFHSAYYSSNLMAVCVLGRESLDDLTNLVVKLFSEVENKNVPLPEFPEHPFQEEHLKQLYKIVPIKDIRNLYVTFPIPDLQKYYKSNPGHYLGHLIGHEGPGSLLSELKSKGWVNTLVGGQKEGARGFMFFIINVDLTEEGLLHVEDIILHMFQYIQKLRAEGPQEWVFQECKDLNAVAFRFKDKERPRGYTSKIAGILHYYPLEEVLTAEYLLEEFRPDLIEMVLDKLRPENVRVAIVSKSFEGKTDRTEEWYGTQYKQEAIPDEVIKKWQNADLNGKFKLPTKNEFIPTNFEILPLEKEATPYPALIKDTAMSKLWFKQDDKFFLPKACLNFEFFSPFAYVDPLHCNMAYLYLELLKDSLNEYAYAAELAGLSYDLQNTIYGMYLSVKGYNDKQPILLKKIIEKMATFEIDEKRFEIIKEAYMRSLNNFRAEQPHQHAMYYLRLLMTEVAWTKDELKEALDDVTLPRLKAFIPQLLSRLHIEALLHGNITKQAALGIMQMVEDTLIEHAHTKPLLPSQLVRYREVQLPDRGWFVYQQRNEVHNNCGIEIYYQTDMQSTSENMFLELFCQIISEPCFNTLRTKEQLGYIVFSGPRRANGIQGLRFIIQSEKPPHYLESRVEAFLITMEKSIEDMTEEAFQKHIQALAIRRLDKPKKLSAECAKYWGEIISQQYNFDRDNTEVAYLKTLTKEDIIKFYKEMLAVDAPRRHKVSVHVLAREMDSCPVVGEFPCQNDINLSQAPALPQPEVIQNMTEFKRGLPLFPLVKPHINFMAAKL
IDE act – boosts human insulin-degrading enzyme activity in HEK cells. FAbeta-B cleavage, fluorescence polarization; 0% vehicle, 100% cell-free pure enzyme wells. activation, % at 5.96 µM. 340,000 tested, 0.073% active;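 active = activation above the mean of all tested compounds plus 3 SD, set per screening campaign, cut at about 17% in these data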
The depositor's hits bear a star.

IDE inh	IDE act	molecule
5	3	N#CC1(NC(=O)COc2ccc(S(=O)(=O)N3CCCC3)cc2[N+](=O)[O-])CCCCC1
-6	0	CC(NC(=O)CSc1nnc2n1CCCCC2)c1ccccc1Cl (stereo not given)
6	1	COc1ccc(/C=C/C(=O)OCC(=O)N2CCCC2)c(OC)c1
0	4	CCOc1ccc2nc(NC(=O)C3CSC4(C)CCC(=O)N34)sc2c1 (stereo not given)
-1	3	O=C(CCl)N1CCN(S(=O)(=O)c2ccc3c(c2)CCC3)CC1
-4	0	Cc1ccc(S(=O)(=O)N(C)c2ccc(OCC(=O)Nc3ccc(C(=O)N(C)C)cc3)cc2)cc1C
4	0	Cc1csc(SCC(=O)Nc2ccc(F)cc2Cl)n1
-6	2	Cc1ccc(C)c(S(=O)(=O)NCC(c2ccc3c(c2)OCO3)N2CCOCC2)c1 (stereo not given)
-4	1	Cc1ccc(C(=O)NCC(=O)OCC(=O)c2ccc(Cl)s2)cc1
-4	5	COc1ccc(CNC(=O)COC(=O)c2ccc(Br)o2)cc1
-3	7	O=C(COC(=O)CCS(=O)(=O)c1ccccc1)NC(=O)c1ccc(OC(F)F)cc1
2	-6	CCC(C)[C@H]1CN=C(N)N1CCc1cccc2ccccc12 (stereo not given in full)
6	-5	CC(C)(C)OC(=O)NCc1ccc(CNC(=O)c2nc[nH]c2C(=O)N2CCN(C(=O)OC(C)(C)C)CC2)cc1
2	0	NS(=O)(=O)c1ccc(SCc2ccccc2)nc1
-2	3	C#CCNC(=O)C1=C[C@@H](c2ccc3c(c2)OCO3)C[C@@H](OCCCCO)O1
0	-5	CC[C@@]12C(=O)N(c3ccccc3)C(=O)N1[C@H](c1ccc(OC)cc1)[C@@H]1C(=O)N(C(C)(C)C)C(=O)[C@@H]12
-2	1	CN(CC(=O)Nc1cccc(C(F)(F)F)c1)C1=NS(=O)(=O)c2ccccc21
3	4	CCCCCN(C(=O)CCC(=O)OCc1ccccc1C)c1c(N)n(CCCC)c(=O)[nH]c1=O
2	-1	COc1ccc(C(=O)NNC(=O)c2cccs2)cc1S(=O)(=O)N1CCOCC1
6	2	COC(=O)c1ccc(NC(=O)COC(=O)CCC2CCCC2)cc1
2	2	Cc1noc(C)c1C(=O)NCC(=O)Nc1ccccc1Br
-3	1	COc1cccc(NC(=O)CN(C)C(=O)CN2C(=O)NC(C)(c3ccc4ccccc4c3)C2=O)c1 (stereo not given)
1	0	O=C(C[C@@H]1C/C=C\CCCC(=O)OC[C@@H]2CCCN2C1=O)N[C@H](CO)Cc1ccccc1
-10	2	O=C(Nc1cc(C(F)(F)F)ccc1N1CCOCC1)C1=COCCO1
2	7	CN(C(=O)CSc1nc2ccccc2[nH]1)C1CCS(=O)(=O)C1 (stereo not given)

Some of the entries above, set out differently.
Values run as follows: IDE inh | IDE act
- O=C(CCl)N1CCN(S(=O)(=O)c2ccc3c(c2)CCC3)CC1
→ -1 | 3
- COc1ccc(CNC(=O)COC(=O)c2ccc(Br)o2)cc1
→ -4 | 5

The listing continues:
IDE inh	IDE act	molecule
-4	0	COc1ccc(CCNC(=O)C(=O)NCC2CCCN2S(=O)(=O)c2ccccc2)cc1 (stereo not given)
0	-3	O=C(Nc1ccccc1)Nc1ccc(Cl)nc1Cl
3	2	C#Cc1ccc([C@H]2C=C(C(=O)NCc3nc4ccccc4[nH]3)O[C@@H](OCc3ccc(CO)cc3)C2)cc1
1	2	O=C(O)C1CC=CCC1C(=O)NCc1ccc(Cl)c(Cl)c1 (stereo not given)
8	0	Cc1cccnc1NC(=O)c1ccc(S(=O)(=O)NCc2ccco2)cc1
-2	2	Cc1cc(C)c(C)c(S(=O)(=O)N2CCC(C(=O)NC3=NCCS3)CC2)c1C
6	-1	O=C(c1ccc2ccccc2c1)N1CCOCC1
-1	1	COc1ccc(CCC(=O)OCC(=O)NCc2ccccc2)cc1
4	7	COc1ccc(S(=O)(=O)N2CCOCC2)cc1NC(=O)CN1CCN(C)CC1
-1	2	NC(=O)c1ccsc1NC(=O)COC(=O)c1ccccn1
1	4	CN(C)CCN1C(=O)c2ccccc2C1=O
0	-1	COc1cccc(NC(=O)c2ccc(OC(F)(F)F)cc2)c1
2	-3	CCOc1ccc(CCNC(=O)c2cccc(S(=O)(=O)N3CCCC3)c2)cc1OCC
1	4	COc1ccc(S(=O)(=O)Nc2cccc3c2O[C@H](CN(C)C(=O)Nc2ccc4c(c2)OCO4)[C@@H](C)CN([C@H](C)CO)C3=O)cc1
7	-1	Cc1ccnc(NC(=O)c2ccc(Cl)c(S(=O)(=O)N3CCCC3)c2)c1
-1	-6	COc1cccc(NS(=O)(=O)c2ccc(S(=O)(=O)N3CCCC3)cc2)c1
0	-1	Cc1ccc(OCCOC(=O)c2cccc(S(=O)(=O)N3CC(C)OC(C)C3)c2)cc1 (stereo not given)
1	-1	Cc1cc(Cl)ccc1OCCCC(=O)NNC(=O)c1ccccc1O
6	-2	COc1ccc(C2CC(c3ccccc3)=NN2C(=O)COC(=O)c2cccc(O)c2)cc1 (stereo not given)
7	-6	Cc1cc(C)c2nc(NC(=O)C3CSC4(C)CCC(=O)N34)sc2c1 (stereo not given)
3	-1	CSCC[C@H](NC(=O)c1cccc(S(=O)(=O)N2CCN(C)CC2)c1)c1nc2ccccc2[nH]1
2	4	CCc1cc(C(=O)Nc2cc(S(=O)(=O)N(CC)CC)ccc2N2CCOCC2)sc1C
-1	6	Cc1ccc(S(=O)(=O)N(Cc2cccc(C(F)(F)F)c2)C(=O)N2CCN(C)CC2)cc1
-2	5	Cc1ccc(OCCNC(=O)CN2C(=O)NC3(CCCC3)C2=O)cc1
1	2	O=C(CSC1=NS(=O)(=O)c2cc(F)ccc2N1)NCCc1ccccc1

(further entries)
IDE inh	IDE act	molecule
7	-2	CCOC(=O)N1CCN(C(=O)c2cccc(S(=O)(=O)Nc3ccc(Br)cc3)c2)CC1
-3	2	O=S(=O)(c1cccc(Br)c1)N1CCN(S(=O)(=O)c2ccc3c(c2)OCCO3)CC1
1	-3	CC(=NNC(=O)COc1cccc(C)c1)c1cccnc1
2	5	O=C(c1cnn(C(=O)c2ccco2)c1)c1ccccc1O
2	1	O=C(NCCc1ccc(Cl)cc1)C1=CC=CN2CCS(=O)(=O)N=C12
-1	2	Cc1cccc(-n2c(SCC(=O)NCC3CCCO3)nc3ccccc3c2=O)c1C (stereo not given)
-5	0	COc1cccc(COC(=O)C2CCN(S(=O)(=O)c3ccc(C)cc3)CC2)c1OC
-1	9	Cc1ccc(NC(=O)C2CCN(S(=O)(=O)c3ccc4c(c3)OCCCO4)CC2)nc1
5	3	Nn1c(SCC(=O)NCCN2C(=O)CSC2=O)nnc1-c1ccc(OC(F)F)cc1
17*	-3	COc1ccc(CNC(=O)COC(=O)c2ccc(F)c(S(=O)(=O)N3CCOCC3)c2)cc1
2	2	COc1cccc(CNC(=O)COC(=O)CN2C(=O)NC3(CCCCC3C)C2=O)c1 (stereo not given)
1	-1	COC(C/C=C\[C@H](O)COCc1ccccc1)OC
1	-1	CCCCn1c(N)c(N(CC(C)C)C(=O)c2ccc(S(=O)(=O)N3CCCCCC3)cc2)c(=O)[nH]c1=O
3	4	COc1ccc(CCNC(=O)c2ccc(NC(=O)CC3SC(N4CCCC4)=NC3=O)cc2)cc1 (stereo not given)
-3	2	CCCCn1c(N)c(N(CC(C)C)C(=O)C2CCN(S(=O)(=O)c3ccc(C)cc3C)CC2)c(=O)[nH]c1=O
2	3	CCC(=O)Nc1ccc(C(=O)CN2C(=O)NC3(CCCCCC3)C2=O)cc1
2	6	COc1cccc(NC(=O)CN(C)C(=O)c2cc(C)oc2C)c1
0	0	Cc1ccc2c(c1)[C@H]1[C@H](CO2)[C@H](c2ccccc2)[C@]2(C)C(=O)Nc3ccc(Cl)cc3C(=O)N12
-2	3	CCOc1cccc2sc(N(CCN(CC)CC)C(=O)c3cccc(N4C(=O)CCC4=O)c3)nc12
7	4	OCCOCCn1c(C2CCCN2c2nc(-c3ccc(F)cc3)cs2)nc2cc(Cl)c(Cl)cc21 (stereo not given)
1	-3	CN(C)C(CNC(=O)CCc1nc2cc(Cl)ccc2n(Cc2ccccc2)c1=O)c1ccccc1 (stereo not given)
3	0	CC(=O)c1ccc(NC(=O)CSc2nc3[nH]ncc3c(=O)[nH]2)cc1
-3	-1	CN(CC(=O)Nc1ccc(F)c(F)c1F)C(=O)C1CCC1
-4	5	COc1ccccc1CNCc1ccc(OC)c2ccccc12
5	4	O=C(c1ccccc1Cc1ccccc1)N1CCN(S(=O)(=O)c2ccc(F)cc2)CC1

A portion taken from the entries so far, as a working copy:
IDE inh	IDE act	molecule
-3	2	CCCCn1c(N)c(N(CC(C)C)C(=O)C2CCN(S(=O)(=O)c3ccc(C)cc3C)CC2)c(=O)[nH]c1=O
2	3	CCC(=O)Nc1ccc(C(=O)CN2C(=O)NC3(CCCCCC3)C2=O)cc1
2	6	COc1cccc(NC(=O)CN(C)C(=O)c2cc(C)oc2C)c1
0	0	Cc1ccc2c(c1)[C@H]1[C@H](CO2)[C@H](c2ccccc2)[C@]2(C)C(=O)Nc3ccc(Cl)cc3C(=O)N12
-2	3	CCOc1cccc2sc(N(CCN(CC)CC)C(=O)c3cccc(N4C(=O)CCC4=O)c3)nc12
7	4	OCCOCCn1c(C2CCCN2c2nc(-c3ccc(F)cc3)cs2)nc2cc(Cl)c(Cl)cc21 (stereo not given)
1	-3	CN(C)C(CNC(=O)CCc1nc2cc(Cl)ccc2n(Cc2ccccc2)c1=O)c1ccccc1 (stereo not given)

The listing picks up, repeating the 3 entries before the break.
IDE inh	IDE act	molecule
-3	-1	CN(CC(=O)Nc1ccc(F)c(F)c1F)C(=O)C1CCC1
-4	5	COc1ccccc1CNCc1ccc(OC)c2ccccc12
5	4	O=C(c1ccccc1Cc1ccccc1)N1CCN(S(=O)(=O)c2ccc(F)cc2)CC1
5	5	O=C(COC(=O)c1ccccc1-n1cnnn1)c1ccc(F)cc1
7	-1	O=C(COC(=O)c1cc(Br)ccc1O)NNC(=O)c1ccc([N+](=O)[O-])cc1
0	6	COc1ccc(S(=O)(=O)N(C)C[C@H]2Oc3c(NC(=O)CCC(F)(F)F)cccc3C(=O)N([C@H](C)CO)C[C@@H]2C)cc1
-2	8	O=Cc1cccnc1SCc1ccccc1
2	3	CN(CC(=O)Nc1cccc(F)c1)C(=O)CN1C(=O)C2CC=CCC2C1=O (stereo not given)
-2	5	O=C1C(Cc2ccccc2)Nc2ncnc(N3CCN(c4ccccc4)CC3)c2N1Cc1ccccc1 (stereo not given)
8	5	CN(CC(=O)Nc1c(Cl)cccc1Cl)C(=O)c1ccc(-n2cncn2)c([N+](=O)[O-])c1
4	1	O=C(NC1CC1)c1cc(-c2ccc(Br)cc2)nc2ccccc12
2	3	CC1(c2nnc(Cc3ccccc3)o2)CC(c2cccc(F)c2)=NO1 (stereo not given)
-1	0	Cc1cccc(OCC(=O)NNC(=O)C2CCN(c3ncnc4sc(C)c(C)c34)CC2)c1
0	4	CC1CCC2(CC1)NC(=O)N(NC(=O)CSc1nnc(NC3CC3)s1)C2=O (stereo not given)
-13	2	CS(=O)(=O)c1ccc(-c2nnc(NC(=O)c3ccc(S(=O)(=O)N4CCCC4)cc3)o2)cc1
-5	5	CC[C@]12c3[nH]c4ccccc4c3CCN1C(=O)C(CC(=O)NCCC1=CCCCC1)C[C@@H]2C(=O)N1CCN(C(=O)C2CC2)CC1 (stereo not given in full)
-3	0	CN(CC(=O)Nc1c(Cl)cccc1Cl)C(=O)C1CSC2(C)CCC(=O)N12 (stereo not given)
5	7	C=CC[C@@H](CC(=O)N(CCO)Cc1ccccc1)C(=O)N[C@H](COC(=O)[C@@H](CC=C)Cc1ccc(F)cc1)C(C)(C)C
-1	-2	CC(NC(=O)CCNC(=O)c1ccc(C(C)(C)C)cc1)c1ccccc1 (stereo not given)
-1	2	CCOc1ccccc1NC(=O)COC(=O)/C=C/c1cccs1
3	-1	CCOC(=O)c1ccc(NC(=O)c2c(N)n(C)c(=O)n(C)c2=O)cc1
-5	2	CNC[C@H]1Oc2c(NC(=O)C3CC3)cccc2C(=O)N([C@H](C)CO)C[C@@H]1C
-2	2	O=C(C[C@H]1C/C=C\C[C@@H](Cc2ccc(F)cc2)C(=O)OC[C@@H]2CCCN2C1=O)NCCO
0	-2	O=C(C[C@@H]1C/C=C/CCCC(=O)O[C@H](c2ccccc2)CNC1=O)NCCO
4	1	C=C(C)C(O)COc1c2occc2c(OC)c2ccc(=O)oc12 (stereo not given)
-3	3	COc1cccc(NC(=O)CN(C)C(=O)c2cc3c(s2)CCCC3)c1
2	2	O=C(NCC(=O)N1CCCCCCC1)c1ccc(Cl)cc1
4	-1	Cc1ccccc1C(=O)NCC(C)NC(=O)c1ccccc1C (stereo not given)

Next part:
IDE inh	IDE act	molecule
5	3	O=C(COC(=O)CCOc1ccccc1)Nc1cc(S(=O)(=O)N2CCCCC2)ccc1Cl
-5	2	Cc1ccccc1S(=O)(=O)Nc1ncnc2sccc12
1	1	CCCN(CC(=O)Nc1ccccc1C)C(=O)c1ccc(S(=O)(=O)N2CCCC2)cc1
-8	-3	O=C(NN1CCOCC1)c1cccc(F)c1
-2	6	COC(=O)c1ccc(-c2c(-c3ccccc3)ncc3cc(F)ccc23)cc1
1	1	Nn1c(COc2cccc(Br)c2)nnc1SCC(=O)NCC1CCCO1 (stereo not given)
-5	1	Nc1c(C(=O)Nc2ccc3c(c2)OCCO3)nnn1Cc1ccccc1
-4	6	CC(C)(C)c1ccc(NC(=O)C2=CC=CN3CCS(=O)(=O)N=C23)cc1
1	-2	CC(C)Cc1ccc(C2=CSC3=NCCN23)cc1
-3	4	C/C(=N\NC(=O)c1ccncc1)c1ccc(N2CCOCC2)cc1
5	-4	CC(C)(C)OC(=O)C[C@@H]1C/C=C\C[C@H](CC(=O)N[C@H](CO)Cc2ccccc2)C(=O)N[C@@H](Cc2c[nH]c3ccccc23)COC1=O
-2	1	Nc1oc2ccccc2c1C(=O)Cc1ccccc1O[C@@H]1O[C@H](CO)[C@@H](O)[C@H](O)[C@H]1O

Only part of the results is shown, so the mix of outcomes need not match the whole.
